PPARg SRC-2 ag – agonists of PPARg-SRC-2 recruitment, primary screen, biochemical, HTS. PPARgamma LBD-SRC-2 recruitment. activation, % at 8 µM. hit rate 0.34% among 200,000; in the data active = activation above about 22%;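 also: 0% = vehicle and 100% = reference agonist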
Target sequence (P37231 whole entry, looked up, the tested form may be a part): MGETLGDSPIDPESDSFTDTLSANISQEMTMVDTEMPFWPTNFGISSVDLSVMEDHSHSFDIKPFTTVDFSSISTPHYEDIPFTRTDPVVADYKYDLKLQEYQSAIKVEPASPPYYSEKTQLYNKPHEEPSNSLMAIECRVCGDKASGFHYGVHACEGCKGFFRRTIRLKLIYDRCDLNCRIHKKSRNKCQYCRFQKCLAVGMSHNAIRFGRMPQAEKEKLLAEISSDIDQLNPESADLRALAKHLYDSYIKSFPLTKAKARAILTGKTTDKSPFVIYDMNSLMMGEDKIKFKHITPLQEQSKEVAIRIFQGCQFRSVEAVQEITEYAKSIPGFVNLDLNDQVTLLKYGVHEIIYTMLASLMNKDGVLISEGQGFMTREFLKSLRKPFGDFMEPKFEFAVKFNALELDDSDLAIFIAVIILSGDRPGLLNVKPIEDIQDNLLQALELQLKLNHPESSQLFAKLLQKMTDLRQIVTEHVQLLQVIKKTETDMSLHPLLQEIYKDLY
ROMK mod – ROMK potassium channel modulators, primary screen, cell-based, thallium flux, MLSMR library; Tet-inducible ROMK, thallium flux fluorescence; actives lie on both sides; AID 1918, 2009; B-score at 10 µM; hit rate 2% among 130,000;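 active = signal ratio slope over the read window, or its plate-corrected B-score, at least 3 SD from the plate mean, either direction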;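 also: B-score of the F/F0 ratio slope over 7 to 12 s after thallium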
Target sequence (P48048 whole entry, looked up): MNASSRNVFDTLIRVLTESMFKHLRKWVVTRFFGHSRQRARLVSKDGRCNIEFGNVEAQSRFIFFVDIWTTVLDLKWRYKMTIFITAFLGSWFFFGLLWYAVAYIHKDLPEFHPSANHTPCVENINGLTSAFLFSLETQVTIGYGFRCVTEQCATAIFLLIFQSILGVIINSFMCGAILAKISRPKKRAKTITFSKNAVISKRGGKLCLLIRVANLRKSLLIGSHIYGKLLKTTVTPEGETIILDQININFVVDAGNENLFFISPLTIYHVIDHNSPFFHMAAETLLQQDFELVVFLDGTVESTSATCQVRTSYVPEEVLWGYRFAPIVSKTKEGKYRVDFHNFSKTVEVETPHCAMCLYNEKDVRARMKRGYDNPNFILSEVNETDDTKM
Lmaj promast – Leishmania major promastigote growth inhibition, primary screen; Leishmania major promastigotes, resazurin fluorescence viability; inhibition, % at 10 µM; hit rate 9% among 200,000; AID 1063, 2008; in the data active = inhibition above about 50%;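 also: promastigotes grown with compound for 44 hours at 28 °C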
RAM inhibit – inhibitors of the yeast RAM network, primary screen, dse1pr::URA3 reporter, 5-FOA selection; AID 868, 2007; inhibition, % at 50 µM; S. cerevisiae dse1pr::URA3 reporter, 5-FOA growth OD615, 2 d; analog-sensitive cbk1-as2 kinase mutant strain; hit rate 1.8% among 190,000;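 active = inhibition above a set limit, 3 SD over mean compound inhibition, cut at about 8.4% in these data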;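 also: 0% = DMSO-only wells with no growth and 100% = 10 µM 1-NA-PP1 full growth; inhibition rescues growth on 5-FOA so higher OD means more RAM inhibition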
Redox H2O2 prof – compounds producing H2O2 with reducing agent – biochemical, NIH compound library profiling, artefact control for MLSCN library redox annotation, primary screen | DTT-dependent redox cycling H2O2, phenol red/HRP absorbance; 100% = 100 µM peroxide control, 0% = buffer | activation, % at 10 µM | hit rate 0.03% among 200,000 | AID 878, 2007;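 active = activation of at least 50% relative to the plate's high and low controls in the primary single-dose screen; inactive = activation below 50%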;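 also: compound incubated with DTT at 0.8 mM final as the reducing agent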
bIAP inhibitor – bovine intestinal alkaline phosphatase inhibitors, primary screen, selectivity assay for TNAP inhibitor project, biochemical, bovine IAP, CDP-star luminescence; alkaline phosphatase, intestinal [Bos taurus]; purified bovine IAP, 30 min; inhibition, % at 20 µM; 190,000 tested, under 10 active;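 active = over 50% inhibition of intestinal alkaline phosphatase at 20 µM in the single-dose screen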
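System: purified bovine intestinal alkaline phosphatase (IAP) enzyme; Input: IAP diluted 1/65,000,000 in the well; Measured by: CDP-star luminescence signal; Compound dosing: 20 µM single dose; Incubation: 30 min reaction at room temperature.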
TR-FRET SRC-2 ct – TR-FRET signal artefacts, primary screen, artefact control for PPARgamma SRC-2 agonist project, biochemical. TR-FRET artefact counter-screen; hits give high values. AID 1049, 2008. hit rate 0.4% among 200,000. TR-FRET ratio at 8 µM; in the data active = TR-FRET ratio above about 2000; also: inactives centre near 1500
HMGR II inh – inhibitors of E. faecalis class II HMGR, primary screen, biochemical, Enterococcus faecalis. AID 1066, 2008. HMG-CoA reductase (Enterococcus faecalis, mvaE). hit rate 0.41% among 190,000. inhibition, % at 10 µM. purified E. faecalis HMGR, NADPH absorbance 340 nm kinetic;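 active = inhibition above a set limit, the median over all tested compounds plus 3 SD, cut at about 9.5% in these data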;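 also: enzyme runs in reverse so mevalonate oxidation gives rising NADPH absorbance; 0% = complete reaction with DMSO and 100% = background rate lacking mevalonate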
PPARg SRC1 recr – PPARgamma agonists recruiting SRC-1 coactivator, primary screen, biochemical | activation, % at 8 µM | hit rate 0.41% among 200,000 | Peroxisome proliferator-activated receptor gamma (Homo sapiens), P37231 | PPARgamma-SRC-1 coactivator recruitment biochemical assay | AID 631, 2007; in the data active = activation above about 19%;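 also: 0% = DMSO and 100% = reference agonist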
PPARg SRC3 recr – PPARgamma agonists recruiting SRC-3 coactivator, primary screen, biochemical; activation, % at 8 µM; AID 731, 2007; Peroxisome proliferator-activated receptor gamma (Homo sapiens), P37231; biochemical PPARgamma/SRC-3 coactivator recruitment assay; hit rate 0.26% among 200,000; in the data active = activation above about 23%;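 also: 0% = DMSO and 100% = reference agonist; some compounds past the cut are filed as inactive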
S1P3 antagonist – S1P3 receptor antagonists, primary screen, cell-based. CHO S1P3 NFAT-BLA reporter, FRET fluorescence, antagonist mode. inhibition, % at 4.98 µM. Sphingosine 1-phosphate receptor 3 (Homo sapiens), Q99500. hit rate 0.27% among 170,000;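 active = inhibition above the plate cutoff, the mean inhibition of test wells on that plate plus 3 SD, cut at about 28% in these data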;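 also: cells challenged with S1P at its EC80 of 0.8 µM; blue over green emission ratio from cleaved BLA substrate after 4 h stimulation; 0% = S1P-stimulated wells and 100% = unstimulated DMSO-only wells; some compounds past the cut are filed as inactive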
* marks the source's active call; other numbers are inactive results; x = no result given.

Start of the data: the first 11 compounds (preview)
SMILES	PPARg SRC-2 ag	ROMK mod	Lmaj promast	RAM inhibit	Redox H2O2 prof	bIAP inhibitor	TR-FRET SRC-2 ct	HMGR II inh	PPARg SRC1 recr	PPARg SRC3 recr	S1P3 antagonist
CCOc1ccccc1-c1ccc(C(=O)NCc2ccccc2)o1	-15	-0.91	-3	4.1	1.3	-2	1462	-1	2	3	-3
O=C(Nc1ccccc1)N1C2CCC1CC(O)(c1cccnc1)C2 (centres undefined)	3	x	-4	1.6	-7.7	0	1627	-15	4	8	x
COC(=O)c1nnn(-c2ccccc2)c1N	1	x	-7	2.8	6.2	-25	1453	5	-1	1	-14
Cc1ccc2[nH]c(=O)c(C3=NN(C(=O)CCC(=O)O)C(c4cccs4)C3)c(-c3ccccc3)c2c1 (centres undefined)	2	x	-5	0.9	0.3	1	1436	-1	5	-3	8
Cc1cccc(C)c1OCC(=O)Nc1ccc(N2CCOCC2)cc1	-9	0.22	0	1.9	-0.8	-2	1367	1	-2	-4	-13
CCN(CC)S(=O)(=O)c1cccc(C(=O)Nc2cc(C)nn2-c2ccccc2)c1	7	x	-1	0.7	-0.1	14	1638	3	4	1	-20
CN1CCN(C(=O)Cn2c(C(F)(F)F)nc3ccccc32)CC1	0	x	-4	2.5	-2.4	15	1509	-7	-2	4	x
Cc1ccc(NC(=O)C(C)N2C(=O)C3CC=C(Cl)CC3C2=O)cc1 (centres undefined)	13	x	-9	-1.1	0.1	0	1568	-4	6	7	-1
O=C(O)C1CC=CCC1C(=O)Nc1ccc(Oc2ccc(Cl)cc2)cc1 (centres undefined)	-7	-0.12	0	4.3	-0.2	-45	1442	1	1	3	-2
CCC(=O)n1nc(-c2ccccc2)nc1NCc1ccccc1	-5	x	-4	1.8	-0.6	16	1446	-1	3	12	-19
CCOCC(=O)Nc1cc(C(=O)Nc2cccc(C)c2C)ccc1Cl	-5	0.088	8	4.6	-4.9	9	1326	-2	-7	2	x

This part in full, repeating the preview:
SMILES	PPARg SRC-2 ag	ROMK mod	Lmaj promast	RAM inhibit	Redox H2O2 prof	bIAP inhibitor	TR-FRET SRC-2 ct	HMGR II inh	PPARg SRC1 recr	PPARg SRC3 recr	S1P3 antagonist
CCOc1ccccc1-c1ccc(C(=O)NCc2ccccc2)o1	-15	-0.91	-3	4.1	1.3	-2	1462	-1	2	3	-3
O=C(Nc1ccccc1)N1C2CCC1CC(O)(c1cccnc1)C2 (centres undefined)	3	x	-4	1.6	-7.7	0	1627	-15	4	8	x
COC(=O)c1nnn(-c2ccccc2)c1N	1	x	-7	2.8	6.2	-25	1453	5	-1	1	-14
Cc1ccc2[nH]c(=O)c(C3=NN(C(=O)CCC(=O)O)C(c4cccs4)C3)c(-c3ccccc3)c2c1 (centres undefined)	2	x	-5	0.9	0.3	1	1436	-1	5	-3	8
Cc1cccc(C)c1OCC(=O)Nc1ccc(N2CCOCC2)cc1	-9	0.22	0	1.9	-0.8	-2	1367	1	-2	-4	-13
CCN(CC)S(=O)(=O)c1cccc(C(=O)Nc2cc(C)nn2-c2ccccc2)c1	7	x	-1	0.7	-0.1	14	1638	3	4	1	-20
CN1CCN(C(=O)Cn2c(C(F)(F)F)nc3ccccc32)CC1	0	x	-4	2.5	-2.4	15	1509	-7	-2	4	x
Cc1ccc(NC(=O)C(C)N2C(=O)C3CC=C(Cl)CC3C2=O)cc1 (centres undefined)	13	x	-9	-1.1	0.1	0	1568	-4	6	7	-1
O=C(O)C1CC=CCC1C(=O)Nc1ccc(Oc2ccc(Cl)cc2)cc1 (centres undefined)	-7	-0.12	0	4.3	-0.2	-45	1442	1	1	3	-2
CCC(=O)n1nc(-c2ccccc2)nc1NCc1ccccc1	-5	x	-4	1.8	-0.6	16	1446	-1	3	12	-19
CCOCC(=O)Nc1cc(C(=O)Nc2cccc(C)c2C)ccc1Cl	-5	0.088	8	4.6	-4.9	9	1326	-2	-7	2	x
Cc1c(NC(=O)C(C)Sc2ccccc2)c(=O)n(-c2ccccc2)n1C (centres undefined)	8	0.4	-4	-0.7	0.1	2	1524	-5	-1	16	x
COc1ccc(CN2CCS(=O)(=O)CC2)cc1OC	4	-0.68	-6	0.1	-1.4	11	1574	0	0	4	-28
O=C(NCc1ccco1)c1ccccc1-c1ccc(C(F)(F)F)cc1	-2	x	7	0.7	0.6	10	1577	-3	-7	4	x
O=C(NCCCO)C(=O)NCCc1ccc(Cl)cc1	-4	0.96	46	0.1	0.0	0	1608	-4	-1	-1	6
Cc1cc(C(=O)N/N=C/c2ccc(O)c([N+](=O)[O-])c2)n[nH]1	9	x	26	0.1	-0.1	-13	1578	-4	4	8	-1
COc1ccc(C2N(C(=O)c3ccccc3)CCN2C(=O)c2ccc(C)cc2)cc1 (centres undefined)	1	0.09	35	-1.0	0.1	4	1530	-1	-3	-7	x
COCC(=O)N/N=C/c1ccc(Sc2nc3ccccc3s2)o1	-2	0.4	81*	0.4	-3.5	5	1480	-9	-3	2	x
CCCc1cc(=O)oc2cc(OCC(=O)N3CCc4ccccc43)ccc12	14	x	-5	4.1	-3.1	4	1461	-6	-1	-1	x
COC(=O)c1cc(Br)c(=O)n(Cc2ccncc2)c1	2	0.0081	-8	0.9	-1.2	8	1585	5	-8	6	-22
Cc1nn(C)c(C(=O)N2CCc3ccccc32)c1Cl	6	x	-1	0.2	0.1	17	1492	2	-5	8	x
CC(C)NC(=O)C(=O)NCCN1CCN(S(=O)(=O)c2ccc(Cl)cc2)CC1	3	0.33	-8	1.3	15	5	1457	-12	1	1	x
Cc1cccc(C)c1-n1c(C)cc(/C=C2\NC(=O)NC2=O)c1C	0	-1.8	33	0.9	2.7	11	1342	-2	-11	-5	x
CCOC(=O)c1sc(NC(=O)c2ccc(S(=O)(=O)N(C)C)cc2)cc1C	-3	0.013	29	3.6	1.1	5	1444	-2	-4	2	x
CC(=O)OCCNc1cc(SCc2ccco2)c2nonc2c1[N+](=O)[O-]	-4	-1	33	9.5*	0.8	11	1581	3	2	-4	1
FC(F)(F)c1nnc2c(Sc3ccccc3)nc3ccccc3n12	-1	x	2	6.5	2.5	16	1423	-8	3	-8	x
CSC(=S)N/N=C(\C)c1ccc(Br)cc1	13	3.1*	-3	3.3	-0.8	6	1582	-6	2	2	-9
CN(C(=O)CC(NC(=O)c1ccccc1)(c1ccccc1)c1ccccc1)c1ccccc1	-6	-1.1	26	3.8	-3.5	-1	1429	4	-7	-8	x
O=C(c1ccccc1)N(CCN1CCOCC1)C1(C(=O)Nc2ccccc2)CCCCC1	14	x	3	0.6	-0.7	3	1705	1	3	0	-24
O=C(NCc1ccccc1)c1cccc(NC(=O)c2ccco2)c1	1	x	98*	1.4	1.6	10	1578	2	-1	-7	x
C=CCn1c(SCc2csc(C)n2)nc2sc3c(c2c1=O)CCCCC3	8	-0.11	-1	17*	-0.5	-8	1699	0	4	11	9
CC(=O)Nc1ccc(NC(=O)c2ccccc2N(C)S(C)(=O)=O)cc1	-5	x	-4	1.7	1.0	11	1474	3	-3	6	-29
COc1ccc(NC(=O)c2ccc(OC(F)F)cc2)cc1Cl	-1	x	3	6.2	0.0	6	1417	-3	0	-4	16
COc1cc(C2C(C#N)=C(N)N(Nc3ccccc3)C3=C2C(=O)CC(C)(C)C3)ccc1OCc1cccc(F)c1 (centres undefined)	9	x	56*	1.9	1.7	14	1634	-3	8	11	x
Cc1ccc(S(=O)(=O)C2(C(=O)Nc3cccc(F)c3)CC2)cc1	-1	x	-4	-0.7	-0.5	27	1616	-6	7	1	-8
COc1ccc(N2CCN(C(=O)CSc3nnc4n3C(C)(C)Cc3ccccc3-4)CC2)cc1	3	x	25	-1.0	2.4	-20	1573	1	-2	11	-12
Cc1sc(NC(=O)C(C)C)c(C(=O)Nc2ccccc2)c1C	11	0.2	1	3.9	1.0	-1	1631	-4	4	12	x
CCOc1ccc(NC(=O)CNC(=O)c2cccs2)cc1	-9	-0.33	-3	2.4	-0.5	11	1537	0	-1	1	-14
CC(=O)c1cc2c(cc1NS(=O)(=O)c1ccccc1C)OCO2	1	0.8	-2	3.0	-0.8	-1	1599	-4	-2	1	-6
Cc1ccc(NC(=O)c2ccc3snnc3c2)cc1	3	x	14	0.4	0.0	0	1397	0	5	-2	16
COc1c(C)cc(NC(=O)c2ccc3c(c2)NC(=O)CO3)cc1C	-3	-0.3	3	-0.3	0.3	1	1576	0	2	-5	-15
COc1ccc(N(C)S(=O)(=O)c2cccc(C(=O)Nc3ccc(OC)nc3)c2)cc1	-7	0.00061	22	5.3	0.0	x	1604	-1	0	-1	-3
COc1ccc(NC(=S)N/N=C2/CCCc3c(C)cc(C)cc32)cc1	-1	0.14	-1	0.0	0.8	10	1712	3	3	-4	x
CSCCC(C(=O)OCC(=O)c1ccc(C)c(C)c1)N1C(=O)c2ccccc2C1=O (centres undefined)	13	-0.095	-7	6.3	-0.6	5	1643	-1	0	-2	13
C/C(=N/NC(=O)CN1CCN(S(=O)(=O)c2ccc(Br)cc2)CC1)c1cccnc1	-4	x	11	-1.3	-0.2	-4	1548	-7	7	5	-17
O=C(NCCCN1CCCC1)c1cc2c(Cl)nc3ccccc3c2s1	2	-0.27	90*	1.5	-0.2	-23	1446	-3	-7	5	-11
CCC(C)N1C(=O)S/C(=C/c2ccc3c(c2)n(C)c(=O)n3C)C1=O (centres undefined)	-13	1.1	47	1.8	0.2	1	1554	-5	0	2	-8
COC(=O)C(C)n1cnc2c(nnn2Cc2ccc(Cl)cc2)c1=O (centres undefined)	7	x	-7	0.1	2.4	1	1512	-4	2	7	-9

Source: PubChem BioAssay (several laboratories)

Compounds were not picked by outcome; any-hit rate near 13%.
